Screens as filed in PubChem.
NF-kB expr up = activators of NF-kB expression in neurons, primary screen, cell-based, HTS. human neuronal cells, NF-kB reporter expression; active compounds read high. fold change at 12.5 µM. 190,000 compounds, 1.6% hits; in the data active = fold change above about 3.3
PMI activator = activators of human PMI, primary screen, biochemical, fluorescence intensity, near-Km mannose 6-phosphate | 190,000 compounds, 0.005% hits | purified human PMI, coupled resazurin fluorescence, 20 min; active compounds read high; 1 = vehicle control, 0 substrate-free wells | activation factor at 20 µM;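 active = activation factor of 2 or more at 20 µM, relative to plate controls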
FLuc act counter = FLuc activators, initial screening, artefact control for FLuc-dependent activation tests, biochemical, ATPlite luminescence. activation factor at 10 µM. ATPlite luciferase biochemical, 10 min; 0 = ATP-free wells, 1 = DMSO control. 200,000 tested, under 10 active. Luciferin 4-monooxygenase (Photinus pyralis), P08659;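 active = luciferase activation factor, scaled between plate controls, of at least 2 with compound at 10 µM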
Target sequence (P08659 whole entry, looked up): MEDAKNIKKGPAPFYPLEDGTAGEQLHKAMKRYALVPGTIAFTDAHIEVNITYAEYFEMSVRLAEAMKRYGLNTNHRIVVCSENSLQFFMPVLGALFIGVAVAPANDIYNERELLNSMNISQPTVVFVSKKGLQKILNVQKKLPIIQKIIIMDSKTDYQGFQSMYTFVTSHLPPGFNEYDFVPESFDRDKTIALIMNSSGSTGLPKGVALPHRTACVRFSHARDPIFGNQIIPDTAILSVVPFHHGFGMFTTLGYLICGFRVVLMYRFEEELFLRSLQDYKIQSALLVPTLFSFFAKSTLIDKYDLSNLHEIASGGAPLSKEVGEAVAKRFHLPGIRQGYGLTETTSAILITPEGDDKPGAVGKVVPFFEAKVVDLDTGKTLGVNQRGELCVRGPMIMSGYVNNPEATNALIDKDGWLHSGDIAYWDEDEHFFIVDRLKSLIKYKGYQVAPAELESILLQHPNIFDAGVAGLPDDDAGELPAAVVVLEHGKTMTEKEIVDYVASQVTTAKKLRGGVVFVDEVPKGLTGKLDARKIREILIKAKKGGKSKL
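System: cell-free luciferase reagent; medium: PBS as buffer for the ATP substrate; doses: test compounds dosed from 2 mM stocks in 100% DMSO; incubation: 10 min, room temperature; measured by: luminescence from luciferase reaction; read-out: luciferase activation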
APP 5'UTR act = activators of APP 5'UTR luciferase reporter, primary screen, SH-SY5Y cells; 190,000 compounds, 1% hits; activation, % at 2 µM; SH-SY5Y APP 5'UTR luciferase reporter, luminescence; zero percent = DMSO vehicle wells; AID 1276, 2008;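 active = activation above a set limit, based on mean plus 3 SD of controls, cut at about 140% in these data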; also: values of inactives mirror those of a sister screen read the other way
PMI act hi M6P = human PMI activators, high substrate, primary screen, biochemical, fluorescence intensity, near-saturating mannose 6-phosphate; coupled PMI enzyme assay, resazurin fluorescence, 20 min; active compounds read high; 1 = untreated enzyme, 0 = substrate-free blank; activation factor at 20 µM; Mannose-6-phosphate isomerase (Homo sapiens), P34949; 190,000 compounds, 0.34% hits;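 active = activation factor of 2 or more at 20 µM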
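Test system – human PMI in coupled enzyme assay · Timing – 20 min incubation at room temperature · Detection – Diaphorase-driven resazurin-to-resorufin fluorescence, excitation 544, emission 590 nm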
bIAP act = bovine intestinal alkaline phosphatase activators, primary screen, biochemical, bovine IAP, CDP-star luminescence | alkaline phosphatase, intestinal [Bos taurus] | purified bovine IAP, 30 min; active compounds read high; fold of DMSO-control signal, blank-subtracted | activation factor at 20 µM | 200,000 compounds, 0.17% hits | AID 1016, 2008;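 active = activation factor of 2 or more at 20 µM, a signal rise over negative controls twice the positive control's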
TNAP inh noacc = human TNAP enzyme inhibitors, primary screen, biochemical, luminescent, no phosphate acceptor, uHTS. inhibition, % at 20 µM. Alkaline phosphatase, tissue-nonspecific isozyme (Homo sapiens), P05186. purified TNAP, CDP-star luminescence, 30 min. 200,000 compounds, 0.26% hits. AID 1012, 2008;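 active = tissue-nonspecific alkaline phosphatase inhibition above about 50% at 20 µM in the single-dose screen, limit read from the data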;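 also: 0% = DMSO negative control and 100% = EDTA positive control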
Target sequence (P05186 whole entry, looked up): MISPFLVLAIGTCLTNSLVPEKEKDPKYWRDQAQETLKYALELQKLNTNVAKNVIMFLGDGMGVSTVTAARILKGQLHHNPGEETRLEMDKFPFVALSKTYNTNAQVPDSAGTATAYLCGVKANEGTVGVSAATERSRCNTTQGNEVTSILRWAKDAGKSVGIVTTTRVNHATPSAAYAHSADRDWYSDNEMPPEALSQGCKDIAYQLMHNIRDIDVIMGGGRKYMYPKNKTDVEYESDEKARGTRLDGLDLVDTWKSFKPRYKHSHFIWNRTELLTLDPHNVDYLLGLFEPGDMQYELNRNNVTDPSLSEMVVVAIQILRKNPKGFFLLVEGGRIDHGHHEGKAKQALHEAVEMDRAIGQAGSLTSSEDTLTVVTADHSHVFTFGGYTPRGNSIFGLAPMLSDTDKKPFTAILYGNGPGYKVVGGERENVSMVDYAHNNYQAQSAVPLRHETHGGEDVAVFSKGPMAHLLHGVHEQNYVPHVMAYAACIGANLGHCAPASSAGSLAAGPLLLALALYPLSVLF
FLuc inh counter = firefly luciferase enzyme inhibitors, primary screen, artefact control for luciferase-based inhibitor screens, biochemical, luminescence, ATPLite. Luciferin 4-monooxygenase (Photinus pyralis), P08659. 10 min. inhibition, % at 10 µM. 200,000 compounds, 1.5% hits. AID 1006, 2008;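 active = inhibition above about 50% when tested at 10 µM, limit read from the data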
TNAP inh hi DEA = human TNAP enzyme inhibitors, primary screen, biochemical, luminescent, high phosphate acceptor level, uHTS; Alkaline phosphatase, tissue-nonspecific isozyme (Homo sapiens), P05186; purified TNAP, CDP-star luminescence, 1 M DEA; inhibition, % at 20 µM; 200,000 compounds, 0.03% hits; AID 1135, 2008;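 active = over 50% inhibition of tissue-nonspecific alkaline phosphatase at 20 µM in the single-dose screen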;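 also: plate controls were DMSO wells for no effect and EDTA-quenched wells as full inhibition for full effect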
TNAP act hiacc = TNAP activators at high phosphate acceptor level, primary screen, biochemical, luminescence, uHTS; AID 1136, 2008; purified TNAP, CDP-star luminescence, 1 M DEA, 30 min; active compounds read high; 0 = EDTA background, 1 = DMSO-only activity; activation factor at 20 µM; 200,000 tested, under 10 active; Alkaline phosphatase, tissue-nonspecific isozyme (Homo sapiens), P05186;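 active = activation factor at least 2 at 20 µM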
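Measured by: Luminescent substrate turnover signal | Test system: Human TNAP | Input: TNAP 1/800 final | Dosing: 20 µM single point | Schedule: 30 min, room temperature | Controls: EDTA wells as negative control, DMSO wells as positive control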
An asterisk follows results filed as active; · = not tested or not shown; & = joins results of further samples. An unsorted share of the library. About 3.6% of those tested had a hit in this group.

SMILES	NF-kB expr up	PMI activator	FLuc act counter	APP 5'UTR act	PMI act hi M6P	bIAP act	TNAP inh noacc	FLuc inh counter	TNAP inh hi DEA	TNAP act hiacc
O=C(C1CCCN(S(=O)(=O)c2ccccc2)C1)N1CCCCCC1 (stereo not drawn)	1.2	1	1	-13	0.9	1	-7	-3	-1	1
O=C(NCCc1ccccc1)c1n[nH]c2ccccc12	3.4*	1.1	0.7	88	1	2*	-110	33	-8	1.1
CCN(CC(=O)Nc1ccccc1OC)CC(=O)Nc1c(Cl)ccc(C)c1Cl	1.5	1	1.1	-11	1	1.2	-120	-9	-4	1
CCN(CC)C(=O)C(C)N(C#N)c1nc(Cl)nc(N(C)C)n1 (stereo not drawn)	1	1.1	1.1	-12	1	1	-3	-6	-2	1
CCOC(=O)N1CCN(C(=O)c2csc3c2CCCCC3)CC1	0.94	0.9	1	1	1	1	-11	-4	-2	1
COc1cc(C2C(C(=O)c3ccc(C)o3)=C(O)C(=O)N2CCc2ccccc2)ccc1O (stereo not drawn)	0.99	1	1.1	5	0.9	1	2	-12	-5	1.1
CC(=O)c1cc2c(cc1NC(=O)c1ccccc1C)OCO2	0.92	1	1.1	-19	1.1	1	-13	-6	-8	1.1
CCN(Cc1cc2ccccc2[nH]c1=O)S(=O)(=O)c1ccccc1	0.75	0.8	1	-3	0.8	0.8	1	-2	1	1
O=C1CC(c2ccc(F)cc2)SC(N(c2ccccc2)c2ccccc2)=N1 (stereo not drawn)	1	1	1.1	-9	1	0.6	6	-7	0	1
COc1ccc(S(=O)(=O)N2CCOCC2)cc1NC(=O)CO/N=C/c1ccccc1OC(F)F	0.8	1	1	5	1	0.8	0	4	-4	1
O=C(O)c1cc(-c2ccccc2)n(-c2ccccc2C(=O)O)n1	1.4	1.1	1	-1	1.2	0.9	-7	1	2	1
Cc1cc(C)nc(/N=C(\N)Nc2ccc([N+](=O)[O-])cc2)n1	1.1	1	1.1	8	1.1	0.8	-9	-6	3	1
CCN(CC1COc2ccccc2O1)C(=S)Nc1ccccc1 (stereo not drawn)	0.88	0.9	1.1	1	0.9	0.9	-7	-5	-3	1
N#Cc1cc(C(=O)c2cc(F)ccc2O)cn(-c2nccs2)c1=O	0.8	1.1	1.1	20	1.2	0.9	17	-11	6	0.9
O=C(Nc1nnc(CSCc2ccccc2F)s1)c1cccc([N+](=O)[O-])c1	1	0.7	1	3	0.9	0.8	-10	2	-2	1
CC(Oc1ccc(Br)cc1)C(=O)Nn1c(=S)[nH]c2ncccc2c1=O (stereo not drawn)	0.98	0.9	1.1	9	0.9	0.9	-6	-8	-5	1.1
CN1CCN(C(=O)CCc2nc(-c3ccc(Cl)cc3)no2)CC1	1.1	0.9	1	-9	1	1.1	-36	-5	-2	1
Cc1cccc(Nc2nc(N)nc(CN3CCN(c4ccccc4)CC3)n2)c1	0.64	0.9	1	13	0.9	1	-10	1	-4	1
O=C1c2oc3ccc(F)cc3c(=O)c2C(c2ccncc2)N1CCN1CCOCC1 (stereo not drawn)	·	1	1.1	·	1.1	1	-9	-8	3	1
COc1ccc(N(C(=O)CNC(=O)c2ccco2)C(C(=O)NC2CCCCC2)c2ccco2)cc1 (stereo not drawn)	0.59	1	1.1	9	1	1	-12	-9	-10	1.1
CC(C)OCC(O)CN1CCN(C(c2ccccc2)c2ccccc2)CC1 (stereo not drawn)	1.1	1.1	1.1	-8	1.1	1.1	2	-12	-4	1
COc1ccc(-c2csc3nc(C)n(-n4cccc4)c(=O)c23)cc1	·	1.1	1.1	-4	1.1	1	-3	-6	-10	1.1
Cc1nc(N2CCOCC2)c2oc3ccccc3c2n1	1.1	1.1	1	-6	1.1	1	-7	3	1	1
COc1ccccc1NC(=O)CN1CCC(c2nc3ccc(C)cc3[nH]2)CC1	1.3	1	1	12	1	1.5	-31	0	-6	1.1

Three of the entries above in order of their number in APP 5'UTR act, rising.
canonical_smiles | APP 5'UTR act
CN1CCN(C(=O)CCc2nc(-c3ccc(Cl)cc3)no2)CC1 | -9
Cc1nc(N2CCOCC2)c2oc3ccccc3c2n1 | -6
CC(Oc1ccc(Br)cc1)C(=O)Nn1c(=S)[nH]c2ncccc2c1=O (stereo not drawn) | 9

Continuation:
SMILES	NF-kB expr up	PMI activator	FLuc act counter	APP 5'UTR act	PMI act hi M6P	bIAP act	TNAP inh noacc	FLuc inh counter	TNAP inh hi DEA	TNAP act hiacc
COCC(=O)NC1CC2CCC(C1)N2C(=S)Nc1ccccc1C(=O)OC (stereo not drawn)	1.1	1.1	0.9	36	1.1	1	9	6	2	1
CN(C)S(=O)(=O)c1ccc(N2CCCC2)c(C(=O)Nc2ccc(N3CCOCC3)cc2)c1	1.1	0.9	1	-17	0.9	1.1	-2	2	2	1
CC(=O)OC[C@H]1O[C@H](C/C=N/O[C@@H](C)c2cn([C@H](CO)Cc3ccccc3)nn2)C=C[C@@H]1OC(C)=O	1.2	1.1	1.1	4	1.1	0.9	0	-7	-4	1
CC(=O)Cc1nsc(NC(=O)c2cccc(F)c2)n1	1.8	1	0.9	-1	1.1	1	-14	10	-1	1
COC(=O)c1ccccc1OCCCN(C)C	1	1	1	-6	1	1.1	-10	-2	-6	1.1
CC(=O)c1cccc(NC(=O)Cc2ccc3c(c2)CCCC3)c1	1.1	0.9	1	2	0.9	1	-8	0	-2	1
Cc1c(Cl)cccc1NC(=O)CCC(=O)NNC(=O)c1ccccc1	0.99	1	1.1	-2	1	1.2	-18	-6	-4	1
O=C(CSc1nc2ccc([N+](=O)[O-])cc2[nH]1)NC1CCCC1	0.8	0.9	1	6	1	0.9	26	-1	6	0.9
O=c1cc(N2CCc3ccccc3C2)[nH]c(=O)n1-c1ccccc1Cl	1.1	0.9	1	19	0.8	1.1	-7	-2	2	1
Cc1[nH]c(=O)[nH]c(=O)c1S(=O)(=O)N1CCCC(C(=O)NCCc2ccc(Cl)cc2)C1 (stereo not drawn)	1.1	1	1	4	1.1	1	-5	-4	2	1
COc1cc(/C=N/NC(=O)c2ccc(=O)[nH]n2)ccc1O	1.1	1	1	-15	1	1.1	-37	2	1	1
COc1ccc(CCN2C(=O)NC(NC(=O)C(C)(C)C)(C(F)(F)F)C2=O)cc1OC (stereo not drawn)	1.2	1	1.1	-5	1	1.2	-8	-8	-2	1

Two of these compounds in another layout:
compound: O=C1c2oc3ccc(F)cc3c(=O)c2C(c2ccncc2)N1CCN1CCOCC1 (stereo not drawn)
  NF-kB expr up: ·; PMI activator: 1; FLuc act counter: 1.1; APP 5'UTR act: ·; PMI act hi M6P: 1.1; bIAP act: 1; TNAP inh noacc: -9; FLuc inh counter: -8; TNAP inh hi DEA: 3; TNAP act hiacc: 1

compound: COc1ccc(N(C(=O)CNC(=O)c2ccco2)C(C(=O)NC2CCCCC2)c2ccco2)cc1 (stereo not drawn)
  NF-kB expr up: 0.59; PMI activator: 1; FLuc act counter: 1.1; APP 5'UTR act: 9; PMI act hi M6P: 1; bIAP act: 1; TNAP inh noacc: -12; FLuc inh counter: -9; TNAP inh hi DEA: -10; TNAP act hiacc: 1.1

More entries.
SMILES	NF-kB expr up	PMI activator	FLuc act counter	APP 5'UTR act	PMI act hi M6P	bIAP act	TNAP inh noacc	FLuc inh counter	TNAP inh hi DEA	TNAP act hiacc
CCCCOc1cc(C(=O)NCCN(CC)CC)c2ccccc2n1	1.5&1	1.1	1	-3&5	1.1	1	-3	-2	3	1
CN(C)/C=C(\C=O)c1c(Cl)cccc1Cl	1.1	1	1.1	4	1	0.9	-11	-8	-4	1
Cc1cc2nc(SCC(=O)Nc3nonc3C)c3c(c2cc1C)CCCC3	0.88	0.9	1	-1	0.8	1	-6	-2	-5	1.1
COc1cc(NC(=O)c2cc3sccc3n2C)cc(OC)c1	2.5	1	0.8	104	1.1	1	-8	20	4	1
COC(=O)C(C)n1cnc2c(nnn2Cc2ccc(Cl)cc2)c1=O (stereo not drawn)	1.2	1	1	-4	1	1	-8	1	-2	1
Cc1cc(C)n(CCN(C)C(=O)CCc2nnc(CCC3CCCCC3)o2)n1	3.1	1	1.1	70	1	1	-8	-8	-3	1
CCCOc1ccc(S(=O)(=O)NCc2ccc(OC)cc2)cc1	0.81	1	1.1	-6	0.9	0.8	-10	-6	-7	1.1
CCCCOc1ccc(C(C)NC(=O)C2CCCN(S(=O)(=O)CC)C2)cc1 (stereo not drawn)	1.1	0.9	1	-4	0.9	1	-7	-2	0	1
COc1ccc(NC(=S)c2ccc(N(C)C)cc2)cc1	2.8	1.1	0.6	135*	1.1	0.9	-22	36	2	1
O=C(COC(=O)C1CCCN1C(=O)c1cccs1)Nc1ccc2c(c1)OCO2 (stereo not drawn)	1.2	0.9	1	16	0.8	1	-9	-5	-5	1
Cc1[nH]c2ccc(C(=O)N3CCCCC3)cc2c1C	4.2*	1	0.9	140*	1	1	-13	7	-4	1
O=S(=O)(c1ccccc1)N1CCN(S(=O)(=O)N2CCCCC2)CC1	1.1	0.9	1	7	0.9	0.9	-5	-2	0	1

Individual results from the list.
In NF-kB expr up, O=S(=O)(c1ccccc1)N1CCN(S(=O)(=O)N2CCCCC2)CC1 is listed with 1.1
In FLuc inh counter, COc1ccc(NC(=S)c2ccc(N(C)C)cc2)cc1 is listed with 36

APP 5'UTR act: entries above that show a hit
| structure | NF-kB expr up | PMI activator | APP 5'UTR act | PMI act hi M6P | bIAP act | TNAP inh noacc | TNAP inh hi DEA | TNAP act hiacc |
| --- | --- | --- | --- | --- | --- | --- | --- | --- |
| COc1ccc(NC(=S)c2ccc(N(C)C)cc2)cc1 | 2.8 | 1.1 | 135* | 1.1 | 0.9 | -22 | 2 | 1 |
| Cc1[nH]c2ccc(C(=O)N3CCCCC3)cc2c1C | 4.2* | 1 | 140* | 1 | 1 | -13 | -4 | 1 |

(more compounds)
SMILES	NF-kB expr up	PMI activator	FLuc act counter	APP 5'UTR act	PMI act hi M6P	bIAP act	TNAP inh noacc	FLuc inh counter	TNAP inh hi DEA	TNAP act hiacc
O=C(CN1CCCc2ccccc21)Nc1ccccc1[N+](=O)[O-]	1.1	0.9	1.1	7	0.9	0.9	1	-11	-5	1
OCCC1CN(Cc2nc3ccccc3s2)CCN1C1CCCCC1 (stereo not drawn)	·	1	1.1	-9	0.9	1.1	1	-6	-5	1
N#C/C(=C\c1ccccc1)c1n[nH]c(Cn2cncn2)n1	1.1	0.9	1	5	0.9	1.1	-6	-2	-9	1.1
CN(Cc1ccc(-n2cccn2)cc1)Cc1nc(-c2cnccn2)no1	1.1	1	1.1	4	1.1	1	-6	-9	-6	1.1
Cn1c(N)c(C(=O)CSc2ccccn2)c(=O)n(C)c1=O	1.5	1	1	-8	1	1.1	-10	-3	-3	1
Cc1ccc(S(=O)(=O)N2CCOCC2)cc1NC(=O)COc1ncnc2ccccc12	1.1	1.1	1	1	1.1	1	14	-3	-3	1
